Yp Topo-I inh: inhibitors of Yersinia pestis topoisomerase I. Y. pestis Topo-I cleavage product accumulation, plate reader. activity, % at 10 µM. 360,000 tested, 0.064% active. AID 504884; in the data active = activity above about 50%, passing the limit was not always enough; also: inactives centre near 2
Mtb FBA inh: Mtb fructose-bisphosphate aldolase inhibition; 360,000 tested, 2.3% active; P9WQA3; inhibition, % at 1 µM; purified M. tuberculosis FBA, fluorescence read-out; in the data active = inhibition above about 27%;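 also: 0% = vehicle and 100% = reference inhibitor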
Target sequence (P9WQA3 whole entry, looked up): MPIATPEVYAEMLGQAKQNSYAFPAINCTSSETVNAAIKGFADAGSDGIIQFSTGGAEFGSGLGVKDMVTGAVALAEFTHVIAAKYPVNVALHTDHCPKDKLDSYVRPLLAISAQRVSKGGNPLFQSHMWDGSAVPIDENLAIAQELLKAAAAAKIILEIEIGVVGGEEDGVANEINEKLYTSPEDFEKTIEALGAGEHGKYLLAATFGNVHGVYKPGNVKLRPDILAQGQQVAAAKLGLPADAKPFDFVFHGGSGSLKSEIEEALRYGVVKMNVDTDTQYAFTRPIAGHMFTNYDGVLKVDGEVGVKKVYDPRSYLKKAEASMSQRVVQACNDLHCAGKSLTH
UGM FP inh: blocks M. tuberculosis UGM enzyme. inhibition, % at 10 µM. 320,000 tested, 0.06% active. AID 504406. P9WIQ1. purified UGM, fluorescence polarization probe displacement; in the data active = inhibition above about 10%, passing the limit was not always enough
Target sequence (P9WIQ1 whole entry, looked up): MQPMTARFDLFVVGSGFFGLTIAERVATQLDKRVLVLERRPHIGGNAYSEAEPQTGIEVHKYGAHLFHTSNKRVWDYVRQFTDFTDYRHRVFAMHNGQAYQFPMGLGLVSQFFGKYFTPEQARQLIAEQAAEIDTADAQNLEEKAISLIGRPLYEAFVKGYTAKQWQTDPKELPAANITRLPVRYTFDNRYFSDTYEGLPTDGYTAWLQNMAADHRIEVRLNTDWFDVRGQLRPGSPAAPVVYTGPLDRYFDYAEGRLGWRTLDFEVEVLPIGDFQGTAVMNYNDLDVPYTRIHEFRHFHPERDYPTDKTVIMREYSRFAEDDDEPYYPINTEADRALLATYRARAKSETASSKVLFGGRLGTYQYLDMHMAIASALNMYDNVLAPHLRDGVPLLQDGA
Mtb BioA inh: inhibitors of Mycobacterium tuberculosis BioA enzyme; purified M. tuberculosis BioA enzyme, plate reader; inhibition, % at 9.99 µM; 360,000 tested, 0.096% active; in the data active = inhibition above about 40%
FadD28 FP inh: blocks FadD28 binding to the bisubstrate probe | fluorescence polarization | inhibition, % at 12.5 µM | 360,000 tested, 0.22% active | AID 588549; in the data active = inhibition above about 8.5%, passing the limit was not always enough
GDH-TPI counter: counter-screen for M. tuberculosis FBA inhibitors: GDH-TPI coupled enzymes; inhibition, % at 4.8 µM; 360,000 tested, 1.2% active; GDH-TPI coupled enzyme counterscreen, NADH absorbance; AID 588335; in the data active = inhibition above about 30%;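 also: 0% = DMSO wells and 100% = wells lacking the enzyme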
TcdB GH inh: blocks C. difficile toxin B glycohydrolase activity; inhibition, % at 9.99 µM; 350,000 tested, 0.24% active; P18177; AID 652162; TcdB glycohydrolase enzymatic assay, plate reader; in the data active = inhibition above about 10%
PfHsp40 yeast: rescue of PfHsp40-mediated yeast toxicity | S. cerevisiae expressing PfHsp40, growth rescue, ATP luminescence | growth rescue, % at 12.5 µM | 340,000 tested, 0.68% active | AID 504582; in the data active = growth rescue above about 28%, passing the limit was not always enough;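 also: yeast W303a lacking pdr1 and pdr3 grown in galactose medium; growth measured after three days at 30 °C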
Vc quorum ag: inducers of Vibrio cholerae quorum light production without autoinducers; V. cholerae BH1578 lux reporter, luminescence, 6 h; activation, % at 18.7 µM; 350,000 tested, 0.16% active; AID 588436; in the data active = activation mostly above about 9.7%, no sharp cut-off; also: not every result past the cut was called active; inactives centre near 0; reference of the scale not given here
The depositor's hits bear a star; & = joins results of further samples.

For O=C(NCc1cccnc1)c1ccc2c(=O)n(CCCN3CCCC3=O)c(=S)[nH]c2c1 the results were Yp Topo-I inh -1, Mtb FBA inh -3, UGM FP inh -0.5, Mtb BioA inh 0.6, FadD28 FP inh -3.3, GDH-TPI counter 18, PfHsp40 yeast -1.0 and Vc quorum ag -0.7.
Screening O=C(COc1ccc(-n2cnnn2)cc1)NC(=O)NCc1ccccc1 returned Yp Topo-I inh -6, Mtb FBA inh 4, UGM FP inh -1.5, Mtb BioA inh -1.7, FadD28 FP inh -1.8, GDH-TPI counter 4, PfHsp40 yeast -0.5 and Vc quorum ag -0.3.
`Cc1ccc(C(=O)C(C)OC(=O)Cc2n[nH]c(=O)c3ccccc23)cc1` (stereo unspecified) gave Yp Topo-I inh 7, Mtb FBA inh 2, UGM FP inh 0.1, Mtb BioA inh -0.2, FadD28 FP inh -0.8, GDH-TPI counter 6, TcdB GH inh -1.8, PfHsp40 yeast -0.1 and Vc quorum ag -0.4.
COc1ccccc1NC(=O)/C(=C\c1cccnc1)NC(=O)c1ccc(C)cc1 was read as Yp Topo-I inh -2, Mtb FBA inh -1, UGM FP inh 1.9, Mtb BioA inh -1.1, FadD28 FP inh -1.9, GDH-TPI counter 6, TcdB GH inh -1.2, PfHsp40 yeast -1.4 and Vc quorum ag -0.7.
Screening Cc1[nH]c(-c2ccc(F)cc2)cc1C(=O)N1CCN(c2cccc(Cl)c2)CC1 returned Yp Topo-I inh 24, Mtb FBA inh 1, UGM FP inh -0.3, Mtb BioA inh -1.2, FadD28 FP inh -2.8, GDH-TPI counter 1, TcdB GH inh 0.9 and Vc quorum ag -0.8.
Cc1cnc(C(=O)NCC(=O)Nc2ccccc2Br)cn1 was read as Yp Topo-I inh 0, Mtb FBA inh 0, Mtb BioA inh -0.6, FadD28 FP inh -0.1, GDH-TPI counter 10, TcdB GH inh 1.3, PfHsp40 yeast -0.1 and Vc quorum ag -0.4.
`CC1CC(=O)c2cnc(NCC3CCCO3)nc2C1` (stereo unspecified) gave Yp Topo-I inh -8, Mtb FBA inh 1, UGM FP inh 0.6, Mtb BioA inh -0.1, FadD28 FP inh -1.1, GDH-TPI counter 2, PfHsp40 yeast 0.5 and Vc quorum ag 5.1.
`Cc1ccc(NC(=O)CN(C)C(=O)Cn2cc(C(F)(F)F)ccc2=O)cc1` gave Yp Topo-I inh 5, Mtb FBA inh 0, UGM FP inh 2.1, FadD28 FP inh -2.7, GDH-TPI counter 1, PfHsp40 yeast 0.4 and Vc quorum ag -0.1.
`COc1ccccc1CN1CC(C(=O)N(CCO)Cc2cccs2)CCC1=O` (stereo unspecified) gave Yp Topo-I inh -4, Mtb FBA inh 2, UGM FP inh 3.5, Mtb BioA inh -0.4, FadD28 FP inh -2.0, GDH-TPI counter -3, TcdB GH inh 1.4, PfHsp40 yeast -1.1 and Vc quorum ag inactive.
`O=C(Nc1ccccc1)N(CCc1nc2ccccc2[nH]1)C1CCCC1` gave Yp Topo-I inh 0, Mtb FBA inh 3, UGM FP inh -0.9, Mtb BioA inh -1.0, FadD28 FP inh -1.6, GDH-TPI counter 8, PfHsp40 yeast -0.2 and Vc quorum ag 1.4.

Pulled by structure from above:
`Cc1ccc(C(=O)C(C)OC(=O)Cc2n[nH]c(=O)c3ccccc23)cc1` (stereo unspecified) gave Yp Topo-I inh 7, Mtb FBA inh 2, UGM FP inh 0.1, Mtb BioA inh -0.2, FadD28 FP inh -0.8, GDH-TPI counter 6, TcdB GH inh -1.8, PfHsp40 yeast -0.1 and Vc quorum ag -0.4.
Cc1cnc(C(=O)NCC(=O)Nc2ccccc2Br)cn1 was read as Yp Topo-I inh 0, Mtb FBA inh 0, Mtb BioA inh -0.6, FadD28 FP inh -0.1, GDH-TPI counter 10, TcdB GH inh 1.3, PfHsp40 yeast -0.1 and Vc quorum ag -0.4.
`O=C(Nc1ccccc1)N(CCc1nc2ccccc2[nH]1)C1CCCC1` gave Yp Topo-I inh 0, Mtb FBA inh 3, UGM FP inh -0.9, Mtb BioA inh -1.0, FadD28 FP inh -1.6, GDH-TPI counter 8, PfHsp40 yeast -0.2 and Vc quorum ag 1.4.

Later entries.
For Cc1noc(C)c1C(=O)NC(C)c1ccc(Cl)cc1Cl (stereo unspecified) the results were Yp Topo-I inh 1, Mtb FBA inh 2, UGM FP inh -1.0, Mtb BioA inh 1.0, FadD28 FP inh 1.8, GDH-TPI counter 3, TcdB GH inh 1.6, PfHsp40 yeast 1.4 and Vc quorum ag -0.4.
For CN(C)CCN1CCN(C2CN(Cc3cn(Cc4ccccc4C(F)(F)F)nn3)S(=O)(=O)C2)CC1 (stereo unspecified) the results were Mtb FBA inh -1, Mtb BioA inh -0.7, FadD28 FP inh -1.5 and TcdB GH inh 1.2.
For O=C(CCCn1c(=S)[nH]c2cc3c(cc2c1=O)OCO3)N1CCN(c2ccc(F)cc2)CC1 the results were Yp Topo-I inh 32, Mtb FBA inh -1, UGM FP inh -4.1, Mtb BioA inh 3.7, FadD28 FP inh -0.7, GDH-TPI counter 10, PfHsp40 yeast 1.2 and Vc quorum ag -0.2.
Screening Cc1ccc2c(c1)N(CCC(=O)NC1CC1)C(=O)C(C)O2 (stereo unspecified) returned Yp Topo-I inh 10, Mtb FBA inh 0, UGM FP inh -3.6, Mtb BioA inh -0.6, FadD28 FP inh 0.4, GDH-TPI counter -1, PfHsp40 yeast -0.1 and Vc quorum ag -0.4.
Screening COc1ccc(C2C(C(=O)c3ccccc3)=C(C)Nc3nc4ccccc4n32)c(OC)c1 (stereo unspecified) returned Yp Topo-I inh -5, Mtb FBA inh 2, UGM FP inh -1.1, Mtb BioA inh -0.1, FadD28 FP inh -1.1, GDH-TPI counter 1, TcdB GH inh -1.4, PfHsp40 yeast 0.8 and Vc quorum ag -0.2.
Screening O=C(CSc1ncn[nH]1)Nc1nc(-c2ccccc2)ns1 returned Yp Topo-I inh -5, Mtb FBA inh 0, UGM FP inh 2.6, Mtb BioA inh 0.1, FadD28 FP inh -8.1, GDH-TPI counter 10, PfHsp40 yeast 0.9 and Vc quorum ag -0.4.
For O=C1C2C3CCC(O3)C2C(=O)N1c1cc(OCC(F)F)cc([N+](=O)[O-])c1 (stereo unspecified) the results were Yp Topo-I inh -6, Mtb FBA inh 3, Mtb BioA inh -0.9, FadD28 FP inh 0.7, GDH-TPI counter 3, TcdB GH inh 2.2, PfHsp40 yeast 0.0 and Vc quorum ag inactive.
For COc1ccc(C2NC(=O)NC(c3ccccc3)=C2c2nc3ccccc3s2)cc1 (stereo unspecified) the results were Yp Topo-I inh 48, Mtb FBA inh -1, UGM FP inh -0.7, Mtb BioA inh -0.9, FadD28 FP inh -7.3, GDH-TPI counter 11, TcdB GH inh 1.9, PfHsp40 yeast 2.2 and Vc quorum ag inactive.
For Cn1cc(CN2C[C@]3(C)C[C@H]2CC(C)(C)C3)c(-c2ccc3c(c2)OCCO3)n1 the results were Yp Topo-I inh 3, Mtb FBA inh 0, UGM FP inh -0.7, FadD28 FP inh -6.6, GDH-TPI counter -11, TcdB GH inh 0.7, PfHsp40 yeast 0.0 and Vc quorum ag -0.4.
Screening CCOC(=O)CNC(=S)N(Cc1ccccc1)Cc1ccccc1F returned Yp Topo-I inh 6, Mtb FBA inh -1, UGM FP inh 0.0, FadD28 FP inh -0.6, GDH-TPI counter 2, TcdB GH inh -2.1, PfHsp40 yeast 17 and Vc quorum ag inactive.
For COc1cccc(NC(=S)N(CCCN2CCOCC2)Cc2cn(C)c3ccccc23)c1 the results were Yp Topo-I inh -7, Mtb FBA inh 0, UGM FP inh 4.0, FadD28 FP inh 1.6, GDH-TPI counter -2, PfHsp40 yeast 0.5 and Vc quorum ag 0.0.
`COc1ccccc1OCCNC(=O)c1cccc(S(=O)(=O)N2CCN(C)CC2)c1` gave Yp Topo-I inh 1, Mtb FBA inh 3, UGM FP inh 1.4, Mtb BioA inh -1.1, FadD28 FP inh -2.0, GDH-TPI counter 4, TcdB GH inh 0.2, PfHsp40 yeast 1.1 and Vc quorum ag -0.2.
For O=C1Nc2ccc(Br)cc2/C1=C/C1CC=CCC1 (stereo unspecified) the results were Yp Topo-I inh -4, Mtb FBA inh 0, UGM FP inh 4.0, FadD28 FP inh -4.2, GDH-TPI counter 13, TcdB GH inh -0.4, PfHsp40 yeast 0.2 and Vc quorum ag -0.7.
Screening Cc1ccc(NCc2n[nH]c(=S)n2-c2ccccc2)c(C)c1 returned Yp Topo-I inh 1, Mtb FBA inh 1, UGM FP inh -0.1, FadD28 FP inh -0.2, GDH-TPI counter 1, TcdB GH inh 1.4, PfHsp40 yeast -1.5 and Vc quorum ag inactive.
CC(NC(=O)COC(=O)c1ccc2ccccc2n1)C1CC2CCC1C2 (stereo unspecified) was read as Yp Topo-I inh 21, Mtb FBA inh 4, UGM FP inh 0.2, FadD28 FP inh -0.8, GDH-TPI counter -1, TcdB GH inh 2.0, PfHsp40 yeast -0.5 and Vc quorum ag -3.1.
Screening NNc1cc([N+](=O)[O-])cc2c1C(=O)N(Cc1ccccc1)S2=O (stereo unspecified) returned Yp Topo-I inh -3, Mtb FBA inh 2, UGM FP inh 1.0, FadD28 FP inh 2.0, GDH-TPI counter 3, TcdB GH inh -2.1, PfHsp40 yeast -0.2 and Vc quorum ag inactive.
For CC1=NN(c2nc(-c3ccc(C)cc3)cs2)C(=O)C1N=Nc1ccc(C(N)=O)cc1 (stereo unspecified) the results were Yp Topo-I inh 0, Mtb FBA inh -2, UGM FP inh -1.3, FadD28 FP inh -2.1, GDH-TPI counter 5, TcdB GH inh 1.2, PfHsp40 yeast -1.8 and Vc quorum ag inactive.
O=C(O)C1C2C=CC(C2)C1C(=O)NCCc1ccncc1 (stereo unspecified) was read as Yp Topo-I inh 2, Mtb FBA inh 3, UGM FP inh -0.6, FadD28 FP inh -0.6, GDH-TPI counter -8, PfHsp40 yeast -1.4 and Vc quorum ag -0.4.
For C[C@H](CO)N1C[C@H](C)[C@@H](CN(C)S(=O)(=O)c2ccccc2)Oc2ccc(NS(=O)(=O)c3cn(C)cn3)cc2C1=O the results were Yp Topo-I inh 5, Mtb FBA inh -3, UGM FP inh 1.8, Mtb BioA inh -5.8&-0.5, FadD28 FP inh -0.6, GDH-TPI counter 6, TcdB GH inh -2.9&-0.1, PfHsp40 yeast 0.5 and Vc quorum ag 6.2.
`Cc1ccc(-c2nn(CC(=O)Nc3cccnc3)c(=O)c3ccccc23)cc1` gave Yp Topo-I inh 20, Mtb FBA inh 0, UGM FP inh -0.7, Mtb BioA inh 5.4, FadD28 FP inh -3.4, GDH-TPI counter 6, PfHsp40 yeast -0.7 and Vc quorum ag inactive.
CCNC(=O)c1ccc(NS(=O)(=O)c2ccccc2)cc1 was read as Yp Topo-I inh 2, Mtb FBA inh 0, UGM FP inh -0.3, Mtb BioA inh -0.7, FadD28 FP inh -2.1, GDH-TPI counter 2, PfHsp40 yeast -1.6 and Vc quorum ag 1.0.
For O=C(CSc1nc2ccccc2c(=O)[nH]1)c1ccc(O)cc1O the results were Yp Topo-I inh 1, Mtb FBA inh -1, FadD28 FP inh -4.2, GDH-TPI counter 28, TcdB GH inh 1.5, PfHsp40 yeast -0.6 and Vc quorum ag -0.3.
CCOC(=O)CNC(=O)N1CCCC(Cc2ccccc2)(C(=O)OCC)C1 (stereo unspecified) was read as Yp Topo-I inh -4, Mtb FBA inh 1, UGM FP inh 2.5, Mtb BioA inh 0.1, FadD28 FP inh -5.9, GDH-TPI counter -17, TcdB GH inh -0.2, PfHsp40 yeast -0.8 and Vc quorum ag -0.3.
Screening O=C(c1ccccc1)c1ccncc1 returned Yp Topo-I inh -3, Mtb FBA inh 0, UGM FP inh -1.8, Mtb BioA inh 0.9, FadD28 FP inh -0.7, GDH-TPI counter 6, PfHsp40 yeast 0.4 and Vc quorum ag 0.4.

3 entries from above, ordered by molecular weight, largest number first:
`Cc1ccc(-c2nn(CC(=O)Nc3cccnc3)c(=O)c3ccccc23)cc1` gave Yp Topo-I inh 20, Mtb FBA inh 0, UGM FP inh -0.7, Mtb BioA inh 5.4, FadD28 FP inh -3.4, GDH-TPI counter 6, PfHsp40 yeast -0.7 and Vc quorum ag inactive.
CCNC(=O)c1ccc(NS(=O)(=O)c2ccccc2)cc1 was read as Yp Topo-I inh 2, Mtb FBA inh 0, UGM FP inh -0.3, Mtb BioA inh -0.7, FadD28 FP inh -2.1, GDH-TPI counter 2, PfHsp40 yeast -1.6 and Vc quorum ag 1.0.
Screening O=C(c1ccccc1)c1ccncc1 returned Yp Topo-I inh -3, Mtb FBA inh 0, UGM FP inh -1.8, Mtb BioA inh 0.9, FadD28 FP inh -0.7, GDH-TPI counter 6, PfHsp40 yeast 0.4 and Vc quorum ag 0.4.

High-throughput results: PubChem, several laboratories

An unsorted share of the library. Share with any hit: about 4.6%.
